UPR CHOP act – activators of apoptotic arm of unfolded protein response (CHOP). CHO-CHOP luciferase reporter, UPR activation, luminescence; percent of tunicamycin response over DMSO baseline. activation, % at 10 µM. 0.34% of 330,000 active. AID 449763;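 active means at 10 µM dose, activation of 40% or more, normalized to positive control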;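 further: 100% = tunicamycin at 10 µg/mL and 0% = DMSO alone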
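System: CHO CHOP reporter cells. Amount: 500 cells per well. Buffer or medium: F12 medium, 10% FBS. Compound dosing: one dose, 10 µM in 0.5% DMSO. Incubation: 6 h compound exposure at 37 °C after overnight seeding. Technique: Steady-Glo luciferase luminescence. Benchmarks: tunicamycin and DMSO controls.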
TIM10 inh – TIM10 yeast growth inhibition | S. cerevisiae TIM10 strain growth, BacTiter-Glo luminescence, 24 h | inhibition, % at 10 µM | 1.4% of 330,000 active | AID 463195;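 active means inhibition of 40% or more at the single tested concentration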;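 further: wild-type TIM10 isogenic control strain grown at permissive 25 °C; 0% = DMSO yeast wells and 100% = minimal medium wells without yeast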
tim10-1 inh – growth inhibitors of tim10-1 mutant yeast; S. cerevisiae tim10-1 ts strain growth, BacTiter-Glo, 24 h; inhibition, % at 20 µM; 2.2% of 330,000 active;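 active means inhibition of at least 40%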;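 further: mutant grown at 25 °C; 0% = DMSO wells with yeast and 100% = wells holding no yeast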
Mdm2 MdmX PPI – inhibitors of human Mdm2/MdmX interaction; O15151+Q00987; SaOS-2 split-luciferase Mdm2/MdmX complementation, luminescence; inhibition, % at 8 µM; 3% of 330,000 active;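 active means inhibition of at least 50% at 8 µM in the primary screen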
APJ ag – APJ receptor agonism. activation, % at 20 µM. P35414. AID 2520. CHO-K1 APJ PathHunter beta-arrestin, luminescence; 0% DMSO wells, 100% apelin. 0.11% of 330,000 active;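 active means activation more than six SD over the plate average, tested at 20 µM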;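 further: 0% = DMSO alone and 100% = apelin-13 at 10 nM; some results filed as inactive read as strong as hits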
Target sequence (P35414 whole entry, looked up): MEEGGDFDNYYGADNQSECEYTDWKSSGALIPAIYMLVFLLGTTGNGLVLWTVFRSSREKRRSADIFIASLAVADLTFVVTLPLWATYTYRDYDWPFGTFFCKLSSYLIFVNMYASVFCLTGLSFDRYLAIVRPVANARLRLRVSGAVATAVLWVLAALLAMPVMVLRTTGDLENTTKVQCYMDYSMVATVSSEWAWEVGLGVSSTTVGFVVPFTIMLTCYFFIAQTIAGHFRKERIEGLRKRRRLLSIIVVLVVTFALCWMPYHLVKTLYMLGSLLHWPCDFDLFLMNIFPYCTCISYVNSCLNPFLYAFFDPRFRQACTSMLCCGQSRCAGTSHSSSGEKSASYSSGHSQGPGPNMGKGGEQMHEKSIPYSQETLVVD
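Assay system: engineered CHO-K1 APJ arrestin reporter cells; Amount: 1000 CHO-K1 reporter cells seeded per well; Dosing: one dose, 20 µM compound, 1% DMSO; Times: compound stimulation 90 min at 25 °C, detection 60 min; Measured by: luminescent beta-gal fragment complementation, chemiluminescent substrate; Read-out: APJ–arrestin association signal; Controls: DMSO vs Apelin-13 10 nM.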
NR3A LBD binder – modulators (binders) of human NR3A ligand-binding domain; NR3A LBD differential scanning fluorimetry, Tm shift; 0% = protein alone, 100% = glycine-bound protein; Tm shift relative to glycine control, % at 25 µM; 2.5% of 340,000 active;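 active means melting temperature shift of at least 10% of the positive control shift, at one fixed dose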
UPR XBP1 act – adaptive UPR (XBP1) activation. CHO-XBP1 luciferase reporter, IRE1-XBP1 UPR activation, luminescence; percent of tunicamycin response, DMSO as zero. activation, % at 20 µM. 0.33% of 330,000 active. AID 463104;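 active means versus positive control, 20 µM dose yields 30% or more activation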;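 further: 100% = tunicamycin at 10 µg/mL and 0% = DMSO only wells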
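Material: CHO cell line with stable XBP1 luciferase reporter; schedule: 16-18 h cell attachment at 37 °C, then 6 h compound exposure; signal: glow luminescence from Steady-Glo reagent; medium: serum-containing F12 medium, 10% FBS; benchmarks: tunicamycin 10 µg/mL and vehicle-only wells; read-out: percent activation relative to tunicamycin reference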
NALP3 yeast inh – inhibitors of NALP3 inflammasome in yeast; Yeast reconstituted NLRP3/ASC/caspase-1, beta-gal luminescence, 24 h; inhibition, % at 10 µM; 0.39% of 330,000 active; AID 2825;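 active means inhibition of 50% or more; inactive means inhibition below 50%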;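 further: plate controls were induced DMSO wells for no effect and uninduced yeast grown without galactose for full effect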
tim23-1 inh – tim23-1 yeast growth inhibition. inhibition, % at 20 µM. AID 463212. S. cerevisiae tim23-1 growth, BacTiter-Glo luminescence, 24 h. 1.3% of 330,000 active;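 active means growth inhibition of the mutant yeast at or above 50%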;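 further: temperature-sensitive mutant grown at 25 °C; plate controls were DMSO-treated mutant yeast for no effect and medium wells lacking yeast for full effect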
* hit, by the source's call.

SMILES	UPR CHOP act	TIM10 inh	tim10-1 inh	Mdm2 MdmX PPI	APJ ag	NR3A LBD binder	UPR XBP1 act	NALP3 yeast inh	tim23-1 inh
CC(C)(C)NC(=O)Cc1ccc(S(=O)(=O)N2CCCC2)s1	-0.7	-6	11	15	-2	2	-3	11	1
Cc1ccc(-n2nc3c(c2NC(=O)c2cccs2)CSC3)cc1	-0.5	26	9	27	0	1	-1	2	33
CC(CN1CCCC1)OC(=O)COc1ccccc1 (centres undefined)	0.8	4	8	17	1	2	-1	7	13
C(=N\n1cnnc1)/c1ccc(OCc2ccccc2)cc1	0.8	10	22	15	-3	-2	-1	33	15
CCCNC(=O)CCn1nc(-c2ccc(Cl)cc2)c2ccccc2c1=O	-0.9	9	11	7	-1	1	2	2	8
CC1(C)Cc2nc3oc4c(SCC(N)=O)ncnc4c3cc2CO1	0.3	6	-11	-4	2	-1	-1	14	1
Cc1sc2c(c1C)CN(Cc1ccncc1)CN2C(=O)c1ccco1	2.2	5	3	-19	-6	0	-1	9	13
O=C(COc1ccccc1)N1CCN(C(=O)c2cccc(F)c2)CC1	0.6	10	-2	15	-2	5	-1	-3	2
COC(=O)c1ccc(C2/C(=C(/O)c3ccc(OC)cc3)C(=O)C(=O)N2Cc2ccco2)cc1 (centres undefined)	1.4	-9	-6	14	-3	1	-1	5	-1
CN(C)c1ccc(/C=N/NC(=O)CNC(=O)/C=C/c2ccco2)cc1	-0.1	-6	15	25	-3	3	0	10	20
CC(NC(=O)/C(=C/c1cccc([N+](=O)[O-])c1)NC(=O)c1ccco1)C(=O)O (centres undefined)	-0.2	-1	6	3	2	1	0	-9	6
Cc1ccc(CN2C(=O)c3ccccc3Sc3ccc(C(=O)NCCN4CCOCC4)cc32)cc1	1.5	12	0	52*	-4	-5	0	2	-5
Cc1ccc(S(=O)(=O)Cn2nnnc2CN2CCOCC2)cc1	-1.9	5	2	11	-6	0	0	12	16
CCCCC(=O)Nc1ccc2c(c1)nc(CCN1CCN(c3ccccn3)CC1)n2C	-3.3	-11	21	13	-2	-3	-6	10	12
CCOC(=O)c1cnn(-c2cc(Oc3ccccc3)ncn2)c1N	3.7	-11	3	-7	2	0	0	-22	-4
Cc1cccc(NC(=O)C2C(C(=O)O)C3C=CC2C32CC2)c1C (centres undefined)	2.2	3	2	14	-3	-7	-3	26	10
O=C(CSc1nnnn1C1CCCC1)Nc1cccc(NC(=O)c2ccco2)c1	-2.0	30	18	10	-4	-29	0	13	27
O=C(NCc1nc(-c2ccccc2)cs1)c1ccccc1	4.7	-2	-8	-9	3	1	3	27	20
CCN1CCN(C(=O)c2cc3ccc(OC)cc3[nH]2)CC1	4.4	4	-9	-22	-2	-1	-1	10	2
CC(C)NC(=O)Cn1cc(C(=O)COc2ccccc2)c2ccccc21	-2.0	-16	25	13	-5	-1	-1	-2	7
CC(=O)N(Cc1cc(=O)[nH]c2ccccc12)c1ccccc1	-2.9	-6	-11	-27	-4	-2	-6	9	4
Cn1c(NCCO)nc2c(c1=O)C1(CCCCC1)Cc1ccccc1-2	1.7	31	59*	32	-3	-14	3	10	59*
COC(=O)C1=[N+]([O-])OC(C(=O)OC)C1c1c[nH]c2ccccc12 (centres undefined)	-1.9	-9	-10	12	-2	-1	-1	15	-1
C=CCn1c(SCC(=O)Nc2c(C)cccc2C)nnc1-c1ccncc1	-1.3	2	-7	28	-2	2	3	-14	6
CCOC(=O)CC1C(=O)NCCN1c1nc2ccc(C)cn2c(=O)c1/C=C1\SC(=S)N(CC(C)C)C1=O (centres undefined)	0.7	-1	-7	36	1	0	3	18	8

Reprinted from the part before: 4 compounds, then new ones.
SMILES	UPR CHOP act	TIM10 inh	tim10-1 inh	Mdm2 MdmX PPI	APJ ag	NR3A LBD binder	UPR XBP1 act	NALP3 yeast inh	tim23-1 inh
Cn1c(NCCO)nc2c(c1=O)C1(CCCCC1)Cc1ccccc1-2	1.7	31	59*	32	-3	-14	3	10	59*
COC(=O)C1=[N+]([O-])OC(C(=O)OC)C1c1c[nH]c2ccccc12 (centres undefined)	-1.9	-9	-10	12	-2	-1	-1	15	-1
C=CCn1c(SCC(=O)Nc2c(C)cccc2C)nnc1-c1ccncc1	-1.3	2	-7	28	-2	2	3	-14	6
CCOC(=O)CC1C(=O)NCCN1c1nc2ccc(C)cn2c(=O)c1/C=C1\SC(=S)N(CC(C)C)C1=O (centres undefined)	0.7	-1	-7	36	1	0	3	18	8
CC(=O)Nc1ccc(S(=O)(=O)N(C)CC(=O)Nc2nc3ccccc3[nH]2)cc1	1.3	-7	-5	10	-6	-4	1	13	-15
COc1ccc(N2CCN(S(=O)(=O)c3ccc(OC)c(C(=O)N4CCCCC4)c3)CC2)cc1	1.1	11	12	19	-4	0	-2	5	4
COc1ccccc1NC(=O)CON=C(N)CC(=O)NC1CCCCC1	0.5	7	-5	13	-3	-1	-5	4	2
O=C(NCC(=O)N1CCOCC1)OCc1ccccc1	0.1	9	5	17	-2	-4	6	14	26
Cc1cc(C)nc(N/N=C/c2c(C)oc3ccccc23)n1	2.5	5	20	33	0	2	-1	9	0
CC(=O)c1sc(-c2ccccc2)cc1NS(=O)(=O)c1ccc(C)cc1	0.2	15	10	27	0	-3	0	6	2
O=[N+]([O-])c1ccc(CNC2CCCc3ccccc32)cc1 (centres undefined)	-1.6	-14	-1	3	-4	-3	-1	13	-2
COc1ccc(CN(CC(=O)NCCc2ccccc2)C(=O)CCC(=O)Nc2ccccn2)cc1	0.5	-2	8	-33	-4	-1	-5	8	12
CC(=O)Oc1ccc2occ(C(=O)c3ccccc3)c2c1	2.9	-10	-20	-45	-4	-1	5	44	17
COc1ccc(CSc2ncn[nH]2)cc1[N+](=O)[O-]	0.6	-5	5	9	1	0	0	1	10
Cc1ccc(S(=O)(=O)N2CCOCC2)cc1C(=O)NCc1cccnc1	0.8	7	1	11	-1	3	-1	13	18
CCN(CC)C(=O)CSc1nc2cc3c(cc2c(=O)n1CCCC(=O)NCCc1ccc(OC)c(OC)c1)OCO3	-1.2	-10	10	-4	-5	-2	-1	-13	10
CCOC(=O)CSc1nnc(CNC(=O)c2ccco2)n1-c1ccc(F)cc1	-1.8	9	2	-24	-2	0	1	9	3
COc1cc(C#Cc2c(-c3cncn3C)n(C)c3ccc(-c4ccc5[nH]ccc5c4)cc23)cc(OC)c1	7.3	13	19	26	-2	2	8	10	19
CCOc1ccc(-n2c(SCC(=O)Nc3cc(C(=O)O)ccc3Cl)nc3ccccc3c2=O)cc1	0.4	23	13	9	2	-3	0	26	10
CCN(CC(=O)Nc1c(F)cccc1F)C(=O)CNC(=O)c1ccc2ccccc2c1	1.6	10	5	4	0	1	-3	7	5
CCOc1ccc(N2CC(C(=O)N3CCCCC3)CC2=O)cc1 (centres undefined)	0.6	1	24	-9	-1	-1	1	0	22
Cc1cccc(OCC(=O)N(Cc2ccco2)C2CCS(=O)(=O)C2)c1C (centres undefined)	-3.2	5	18	23	-2	0	-2	11	9
COCc1cc(=O)n2[nH]c(-c3ccc(C)cc3)cc2n1	0.8	3	2	-21	-1	-1	2	3	3
CCc1nc(C)c(-c2ccccc2)c(=O)[nH]1	-1.8	-1	-6	24	-4	3	-1	7	-4
O=C(NC(=S)N1CCN(C/C=C/c2ccccc2)CC1)c1c(F)cccc1F	1.0	9	-6	-13	-2	0	-2	11	21
Nc1ccc2c(c1)OCCOCCOCCOCCOCCO2	-1.9	15	9	2	-1	0	-2	6	22
CC(C)N1CCC(=NNC(=O)c2ccc(Br)o2)CC1	-1.4	6	14	-16	1	-1	-3	5	7
O=C(/C=C/c1ccc(Cl)c(Cl)c1)NC1=NCCS1	5.1	-7	-6	-29	-2	-3	0	19	-18
O=C(NNC(=O)C1CCN(S(=O)(=O)c2ccc(Cl)cc2)CC1)c1ccc(S(=O)(=O)N2CCCCC2)cc1	-1.0	-7	-6	-1	1	22*	0	-4	-14
The results go on:
SMILES	UPR CHOP act	TIM10 inh	tim10-1 inh	Mdm2 MdmX PPI	APJ ag	NR3A LBD binder	UPR XBP1 act	NALP3 yeast inh	tim23-1 inh
Cc1nnc(N2CCN(c3ccccc3)CC2)[nH]c1=O	0.1	-2	-17	-2	0	2	-4	6	-9
COc1ccc(N(CC(=O)NCc2ccc(C)cc2)S(=O)(=O)c2c(C)[nH]c(=O)[nH]c2=O)cc1	0.0	8	1	21	6	2	-5	4	7
O=C(NCc1ccccc1)c1c[nH]c2ccc(F)cc2c1=O	-0.8	6	-9	16	-2	1	-6	-14	2
Oc1[nH]c2ccccc2c1N=Nc1nc(Nc2ccccc2)nc(N2CCOCC2)n1	12	11	18	80*	2	-3	86*	9	13
CN1CCN(/N=C/c2ccc(OCc3ccccc3)cc2)CC1	1.8	1	3	-36	0	-1	-2	37	20
O=C(NCc1ccccc1)C1(c2cccc(F)c2)CCCC1	-0.7	-7	6	-2	-4	-2	0	18	19
O=C(NCCS(=O)(=O)N1CCN(c2ccccc2F)CC1)c1ccco1	0.4	-1	-8	3	1	7	-4	10	2
FC(F)(F)Sc1ccc(NC(=S)NCc2ccccc2)cc1	1.3	53*	58*	79*	2	20*	-1	53*	52*
CC1CCCC(NC(=O)COC(=O)COc2ccccc2Cl)C1C (centres undefined)	0.3	-12	0	14	-3	-2	-1	11	10
COc1ccc(N(CC(=O)NCCSc2ccccn2)S(=O)(=O)c2ccccc2)c(OC)c1	1.2	-1	11	3	4	-1	-3	7	23
CCOC(=O)C1(CCOc2ccccc2)CCN(Cc2cccc3c2OCO3)CC1	1.3	9	4	11	-3	-1	0	26	3
COC(=O)C1Cc2ccccc2CN1S(=O)(=O)c1ccc(F)cc1 (centres undefined)	3.5	11	16	5	-5	0	-2	-19	30
COc1ccc2c(c1)C1=NN(/C(C)=C/C(C)=O)C(c3cccc(F)c3)C1CC2 (centres undefined)	1.8	31	27	8	1	-2	1	11	26
CC1CC(C)CN(C(=O)c2cccc(S(=O)(=O)Nc3cc(C(F)(F)F)ccc3Cl)c2)C1 (centres undefined)	-2.1	36	37	6	-1	-6	3	-5	25
CC(CN1CCN(C)CC1)OC(=O)c1cccc(Cl)c1 (centres undefined)	6.7	-18	-13	3	0	1	4	-12	-26
Cc1ccc(S(=O)(=O)N(C(=O)c2ccncc2)c2ccc(OC(=O)c3ccncc3)cc2)c(C)c1	0.2	5	-17	14	-1	-11	0	15	22
CC(=O)c1c(O)cc(C(C)C)n(-c2ccccc2)c1=O	1.9	14	9	-8	-4	12*	-2	-2	1
CCOc1cc(NC(=S)NCCOC)c(OCC)cc1NC(=O)c1cccs1	-2.3	-2	26	7	-2	3	2	12	18
CSc1ccccc1NC(=S)NC1CCCC1	0.8	9	22	6	-3	-1	-4	17	17
Cc1cccc(/N=C/c2c(O)[nH]c3ccccc23)n1	1.8	21	15	-42	-4	-61	0	24	28

Screening data from PubChem BioAssay.

This is a random part of the collection. About 8.2% of those tested had a hit in this group.
